Rat MKP-3 inhibitors = inhibition of rat DUSP6 enzyme activity – biochemical, in vitro, primary screen (AID 425); recombinant MKP-3 phosphatase activity, fluorescence; higher % means a stronger effect; inhibition, % at 20 µM, or IC50 in µM where a hit was titrated; 110,000 tested, 0.17% active; in the data active = inhibition above about 50%;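 note: plate controls were vehicle for no effect and reference inhibitor for full effect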
Hsp70 displacement = Hsp70 inhibitors, probe displacement, primary screen, biochemical, fluorescence polarization (AID 583); Hsp70 fluorescence polarization probe displacement, mP; higher % means a stronger effect; one-dose displacement, % at 20 µM; IC50 in µM for titrated hits; 140,000 tested, 0.06% active; in the data active = displacement above about 50%;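 note: plate controls were vehicle for no effect and reference ligand for full effect; a part of the inactive calls stands beside numbers as strong as those of hits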
* marks the source's active call; other numbers are inactive results; · = not tested or not shown.

(1) COc1ccc(OC)c(/C=C2/SC(=O)N(CNc3ccc(Br)cc3C)C2=O)c1
(2) Cc1ccc2nc(-c3cccc(NC(=S)NC(=O)c4ccco4)c3)oc2c1
(3) O=C(Nc1ccccc1)Nc1nnc(-c2ccccc2)s1
(4) CCOc1c(Br)cc(/C=C2\C(=O)NC(=O)N(c3cccc(C)c3)C2=O)cc1OC
(5) Fc1ccc(-c2nc(-c3cccnc3)no2)cc1
compound no.	1	2	3	4	5
Rat MKP-3 inhibitors	5%	5%	-2%	-1%	2%
Hsp70 displacement	-9.0%	-3.4%	3.8%	2.0%	0.8%

(6) O=C(NCc1cccs1)C1CCCN(S(=O)(=O)c2cccs2)C1 (stereo not given)
(7) FC(F)(F)c1ccc2c(c1)nc1n2CCCC1
(8) O=C1NC(=Nc2ccc(Cl)cc2)SC1Cc1cccc(C(F)(F)F)c1 (stereo not given)
(9) O=C(Nc1cccc(O)c1)N1CCOCC1
(10) Cc1c(/C(O)=C2/C(=O)C(=O)N(CCCN3CCOCC3)C2c2ccncc2)cnn1-c1ccccc1 (stereo not given)
compound no.	6	7	8	9	10
Rat MKP-3 inhibitors	-1%	-5%	3%	·	3%
Hsp70 displacement	-9.2%	6.1%	-2.9%	8.1%	-0.5%

A second format for some results above:
No.	Compound	Rat MKP-3 inhibitors	Hsp70 displacement
8	O=C1NC(=Nc2ccc(Cl)cc2)SC1Cc1cccc(C(F)(F)F)c1 (stereo not given)	3%	-2.9%
9	O=C(Nc1cccc(O)c1)N1CCOCC1	·	8.1%

(list continues)
(11) O=C1c2ccccc2S(=O)(=O)N1CC(O)Cn1c2ccccc2c2ccccc21 (stereo not given)
(12) CCC(=O)OCc1cc2cccc(C)c2[nH]c1=O
(13) OC1(C(F)(F)F)CC(c2ccccc2)=NO1 (stereo not given)
(14) O=C(CSc1ncnc2c1oc1ccccc12)N1CCCc2ccccc21
(15) CCN(CC)c1ccc(C2C(C(=O)OC(C)C)C(=O)CC(C)(O)C2C(=O)OC(C)C)cc1 (stereo not given)
compound no.	11	12	13	14	15
Rat MKP-3 inhibitors	-3%	4%	4%	-20%	2%
Hsp70 displacement	4.3%	-2.8%	-3.2%	-2.0%	4.8%

Single entries from the entries so far.
Under Rat MKP-3 inhibitors, no. 15 shows 2%
Under Hsp70 displacement, no. 14 shows -2.0%

(more compounds)
(16) O=C(CSc1nnc(-c2cccs2)n1-c1ccccc1)NCC1CCCO1 (stereo not given)
(17) COc1cc(C2Nc3ccccc3C(=O)N2c2ccc(F)cc2)cc(OC)c1OC (stereo not given)
(18) CCc1ccc(C(=O)/C=C/c2cccc([N+](=O)[O-])c2)cc1
(19) COc1ccc(-c2nn(C)c3sc(C(=O)NCc4ccco4)cc23)cc1OC
compound no.	16	17	18	19
Rat MKP-3 inhibitors	2%	4%	2%	4%
Hsp70 displacement	0.4%	0.3%	0.6%	7.6%

3 compounds drawn at random from the list so far, as already listed:
(16) O=C(CSc1nnc(-c2cccs2)n1-c1ccccc1)NCC1CCCO1 (stereo not given)
(9) O=C(Nc1cccc(O)c1)N1CCOCC1
(18) CCc1ccc(C(=O)/C=C/c2cccc([N+](=O)[O-])c2)cc1
compound no.	16	9	18
Rat MKP-3 inhibitors	2%	·	2%
Hsp70 displacement	0.4%	8.1%	0.6%

Compound activity as filed in PubChem BioAssay.

Some of the compounds tested; the hit share may differ from the screen's.
